HIF-2a inh: inhibitors of HIF-2a; 786-0 RCC cells HIF-2a reporter, luciferase luminescence, overnight; 360,000 tested, 0.72% active; inhibition, % at 18.8 µM;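 active = inhibition of the luminescence signal of 40% or more relative to plate controls, in a single-dose primary screen at 18.75 µM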
CaV13 FRET inh: Disruptors of the CACNA1D IQ motif to Ca2+-dependent inactivation inhibitor domain association, primary screening, Förster resonance energy transfer in intact living …. HEK cells, CFP/YFP FRET ICDI-IQ, plate reader, 10 min; percent FRET-ratio fall versus neutral wells. inhibition, % at 12.3 µM. 340,000 tested, 0.098% active;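 active = mean replicate inhibition of at least 30% and at least 1% of replicates passing that level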;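 also: 0% = median of the neutral control wells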
The depositor's hits bear a star. These rows are one share of the data; the hit share may differ from the screen's.

Order of results: CaV13 FRET inh, HIF-2a inh
1: CC(C)(C)NC(=O)C(c1ccc(C(F)(F)F)cc1)n1c(=O)c(-c2ccco2)nc2ccccc21 (stereo unspecified)
  -10, 8
2: O=c1c(-c2ccco2)nc2ccccc2n1C(c1ccccc1)c1nc2ccccc2[nH]1 (stereo unspecified)
  -4, -172
3: CCOC(=O)[C@]12CCCC=C1N(CCC1=CCCCC1)C(=O)[C@H](CC(=O)N1CCN(C(=O)C3CC3)CC1)C2
  -15, 9
4: COc1ccc(CN2C[C@H](O)COC[C@@H]3O[C@H](CC(=O)NCc4ccncn4)CC[C@H]32)cc1
  -4, 14
5: C#CCNC(=O)C[C@@H]1C[C@@]2(C(=O)OC)CCCCC=C2N(CCc2ccc(OC)c(OC)c2)C1=O
  -3, -6
6: O=[N+]([O-])c1ccc(Cl)c(CN2CCN(c3ncc(Cc4ccccc4)cn3)CC2)c1
  -2, -7
7: COc1ccc(CCNC(=O)C(F)(F)F)cc1S(N)(=O)=O
  -12, -3
8: CC(=O)N[C@@H]1C=C[C@@H](CC(=O)NCc2ccc(Cl)cc2)O[C@@H]1CO
  -4, 3
9: COc1ccc(N2CCN(C(=O)C(=O)c3cccc([N+](=O)[O-])c3)CC2)cc1
  -5, -27
10: CCC(C)CN1C(=O)CN(S(C)(=O)=O)CC1(C)C(=O)NCc1ccccc1 (stereo unspecified)
  -15, 11
11: CCCCCNC(=O)C(c1ccccc1)n1c(=O)c(-c2cc3ccccc3[nH]2)nc2ccccc21 (stereo unspecified)
  -11, 8
12: CC(C(=O)NCc1ccccc1)n1c(Cc2cc(F)cc(F)c2)nc2ccccc21 (stereo unspecified)
  -8, 21
13: O=C(C(=O)N1CCN(c2ccccc2)CC1)c1ccncc1
  -16, -6
14: COC(=O)[C@@]12C[C@@H](CC(=O)N3CCC(c4ccccc4)CC3)C(=O)N(Cc3ccccc3)C1=CCC(C)(C)C2
  -10, 14
15: Cc1cccc(C)c1NC(=O)C(c1cccc(F)c1)N1CCN(C)CC1 (stereo unspecified)
  -5, 4
16: Cc1ccc(S(=O)(=O)N2[C@H](CC(=O)c3cccc4ccccc34)OC[C@@H]2C(C)C)cc1
  -17, -3
17: Cc1ccc(S(=O)(=O)NCc2ccccc2NS(=O)(=O)c2ccc(C)cc2)cc1
  -6, -28
18: COc1ccc2cc(C3CC=C(COC(C)=O)CN3S(=O)(=O)c3ccccc3[N+](=O)[O-])n(C(=O)OC(C)(C)C)c2c1 (stereo unspecified)
  -6, 0
19: COc1ccc(CCNC(=O)c2cc([C@@H](NC(=O)OC(C)(C)C)C(C)C)sc2N)cc1OC
  -4, -5
20: O=C(NCc1ccccc1)C(c1ccccc1)n1c(-c2ccncc2)nc2ccccc21 (stereo unspecified)
  -9, -41
21: C=CCOC(=O)Nc1nc(CCNC(=O)OCc2ccccc2)c(C(=O)OC)s1
  -18, 3
22: Cc1cccc(C)c1NC(=O)C(c1ccccc1)n1c(-c2ccccc2)nc2ccccc21 (stereo unspecified)
  -9, -32
23: Cc1cnc(-c2nc3ccccc3n2C(C(=O)NC(C)(C)C)c2cc3ccccc3o2)cn1 (stereo unspecified)
  -4, -76
24: CC(=O)C[C@@H]1OC[C@H](Cc2ccccc2)N1S(=O)(=O)c1ccc(C)cc1
  -6, -3
25: CO[C@H]1CN(C)C(=O)c2cc(NC(=O)c3ccccc3)ccc2OC[C@H](C)NC[C@@H]1C
  -6, -4
26: CCOC(=O)[C@]12CCCC=C1N(CCC1=CCCCC1)C(=O)[C@H](CC(=O)NCc1cccc3ccccc13)C2
  -16, -3
27: N#Cc1ccc(C(C(=O)NCc2ccccc2)n2c(=O)c(-c3ccco3)nc3ccccc32)cc1 (stereo unspecified)
  -4, -2
28: COC(=O)C1=CN(c2ccc(N3CCOCC3)cc2)C(N)=C(C#N)C1c1ccc(-c2ccccc2)cc1 (stereo unspecified)
  -6, 10
29: COC(=O)[C@]12CCCCC=C1N(CCc1ccc(OC)c(OC)c1)C(=O)[C@H](CC(=O)N1CCC(c3ccccc3)CC1)C2
  -14, -18
30: CCOC1=C2CN(S(=O)(=O)c3ccc(C)cc3)C(c3ccc(C)cc3)CC2N(S(=O)(=O)c2ccc(C)cc2)C(c2ccccc2)C1 (stereo unspecified)
  -9, 10
31: CC(C)(C)OC(=O)Nc1ccccc1-n1nnnc1C(C(=O)c1ccc(F)cc1)N1CCOCC1 (stereo unspecified)
  -7, 8
32: O=c1c(-c2cccnc2)nc2ccccc2n1C(CCc1ccccc1)c1nc2ccccc2[nH]1 (stereo unspecified)
  -9, 7
33: COC(=O)C[C@H]1CC[C@@H](NC(=O)C2CC2)[C@@H](CO)O1
  -6, 3
34: COCc1cn(CC[C@@H]2CC[C@@H](NC(=O)Nc3ccc4c(c3)OCO4)[C@@H](CO)O2)nn1
  -6, 10
35: C=CCNC(=O)c1ccsc1N
  -8, 8
36: CCc1ccc(C2CC3C(CN2S(=O)(=O)c2ccc(C)cc2)C(=O)CC(c2ccc(CC)cc2)N3S(=O)(=O)c2ccc(C)cc2)cc1 (stereo unspecified)
  -9, -2
37: CC(C)NC(=O)C1(C)CSCC(=O)N1Cc1cccc(C(F)(F)F)c1 (stereo unspecified)
  -6, 5
38: O=c1c(-c2ccccc2)nc2ccccc2n1C(c1ccccn1)c1nc2ccccc2[nH]1 (stereo unspecified)
  -2, -90
39: COC(=O)[C@@]12C[C@@H](CC(=O)NCCCCc3ccccc3)C(=O)N(Cc3ccco3)C1=CCC(C)(C)C2
  -6, 4
40: CCC(C(=O)NC1CCCC1)n1c(-c2cc3ccccc3[nH]2)nc2ccccc21 (stereo unspecified)
  -17, 4
41: CCOC(=O)[C@]12CCCC=C1N(CCC1=CCCCC1)C(=O)[C@H](CC(=O)NCCCCc1ccccc1)C2
  -14, -27
42: COC(=O)[C@@]12C[C@@H](CC(=O)N3CCN(C(=O)c4ccco4)CC3)C(=O)N(Cc3ccco3)C1=CCC(C)(C)C2
  -8, 8
43: COc1ccc(N2CCN(C(=O)C(=O)c3ccc(F)cc3)CC2)cc1
  -8, 3
44: COc1ccc(NC(=O)C(c2ccnc3ccccc23)n2c(=O)c(-c3ccco3)nc3ccccc32)cc1 (stereo unspecified)
  -9, -2
45: COC(=O)C[C@H]1CC[C@H](NC(=O)Nc2ccccc2F)[C@@H](CO)O1
  -5, 1
46: CCOC(=O)C[C@@H]1OC2CCCCC2N1S(=O)(=O)c1ccc(C)cc1 (stereo partly specified)
  -6, -10
47: CCCCCNC(=O)C(c1ccc(OC)cc1)n1c(=O)c(-c2ccco2)nc2ccccc21 (stereo unspecified)
  -12, 0
48: COC(=O)C1=CN(c2ccc(C(C)(C)C)cc2)C(N)=C(C#N)C1c1ccccc1F (stereo unspecified)
  -16, -34
49: COCCNC(=O)C1C(=O)Nc2ccccc2C(=O)N1Cc1ccccc1 (stereo unspecified)
  -9, 10
50: O=C(Nc1c(-c2ccccc2)[nH][nH]c1=O)c1ccc(-c2ccccc2)cc1
  -4, -23
51: COc1ccc(C2=Nc3ccccc3N(C(=O)c3ccc4c(c3)OCO4)C2C(=O)Nc2c(C)cccc2C)cc1 (stereo unspecified)
  -11, -105
52: COC(=O)C[C@@H]1CC[C@@H](NC(=O)C2CCC2)[C@@H](CO)O1
  -6, 1
53: Cc1ccc(S(=O)(=O)Nc2ccccc2OC(C(=O)OC(C)(C)C)C(=O)OC(C)(C)C)cc1
  -7, 6
54: CCCCCCCCN1C(=O)[C@H](CC(=O)NCc2ccc(C)o2)C[C@@]2(C(=O)OC)CC(C)(C)CC=C12
  -11, 3
55: O=c1c(-c2ccccc2)nc2ccccc2n1C(c1ccccc1)c1nc2ccccc2[nH]1 (stereo unspecified)
  -12, -61
56: CCOC(=O)N1CCN(C(C(=O)NC2CCCC2)C(C)C)CC1 (stereo unspecified)
  -7, 0
57: COc1cccc(C(C(=O)NCc2ccccc2)N2CCN(CCN3CCOCC3)CC2)c1OC (stereo unspecified)
  -16, 4
58: CCC(C)CN1C(=O)CSCC1(C)C(=O)NC(C)C (stereo unspecified)
  -10, 5
59: CN(C)CC(=O)N[C@@H]1CC[C@@H](CC(=O)NCCN2CCCCC2)O[C@@H]1CO
  -6, 9
60: CN(C)CC(=O)N[C@@H]1C=C[C@@H](CC(=O)NCCN2CCCCC2)O[C@@H]1CO
  -6, 6

(listing goes on)
Order of results: CaV13 FRET inh, HIF-2a inh
61: COCc1cn(CC(C)n2c(=O)c3ccccc3n2Cc2cc(C(C)C)no2)nn1 (stereo unspecified)
  -11, 7
62: COc1ccccc1-c1cn(CC[C@@H]2CC[C@H](NC(=O)C3CCC3)[C@@H](CO)O2)nn1
  -6, 6
63: CC(C)NC(=O)C1(C)CN(S(C)(=O)=O)CC(=O)N1C1CC1 (stereo unspecified)
  -9, 6
64: O=C(Nc1ccc(F)cc1)C(CCc1ccccc1)N1CCN(c2cccc(C(F)(F)F)n2)CC1 (stereo unspecified)
  -10, -50
65: COC(=O)[C@]12CCCCC=C1N(Cc1ccc3c(c1)OCO3)C(=O)[C@H](CC(=O)N1CCN(C(=O)c3ccco3)CC1)C2
  -4, 1
66: CC(C)[C@H](NC(=O)OC(C)(C)C)c1cc(C(=O)N(C)CCN(C)C)c(N)s1
  -8, 12
67: CCCCNC(=O)c1[nH]c(C2CCNCC2)nc1-c1cccc(C(F)(F)F)c1
  -4, 3
68: COc1ccc(CN2C(=O)CSCC2(C)C(=O)Nc2c(C)cccc2C)cc1 (stereo unspecified)
  -11, 29
69: O=C(NC1CCCC1)C1C(c2ccc(C(F)(F)F)cc2)=Nc2ccccc2N1C(=O)c1cccc(C(F)(F)F)c1 (stereo unspecified)
  -19, -9
70: COC(=O)C(C(=O)OC)C1CCCCC1NS(=O)(=O)c1ccc(C)cc1 (stereo unspecified)
  -4, -2
71: O=C(NCC[C@H]1CC[C@@H](NC(=O)C2CCOCC2)[C@@H](CO)O1)Nc1ccc(Cl)cc1
  -5, -6
72: CCOC(=O)C1=CCC(c2ccccc2)N(S(=O)(=O)c2ccc(C)cc2)[C@H]1CC (stereo partly specified)
  -5, 10
73: Cc1ccc(S(=O)(=O)N2CC3C(=O)C[C@@H](c4ccccc4)N(S(=O)(=O)c4ccc(CCCOCCOCCNC(=O)OC(C)(C)C)cc4)C3CC2c2ccccc2)cc1 (stereo partly specified)
  -10, -7
74: COc1cccc(C(C(=O)NC2CCCC2)N2CCN(c3cc(C)nc4ccccc34)CC2)c1OC (stereo unspecified)
  -8, -4
75: COc1ccc(CN2C(=O)CN(S(C)(=O)=O)CC2(C)C(=O)NC(C)C)cc1OC (stereo unspecified)
  -6, 3
76: Cc1cccc(C)c1NC(=O)C1(C)CSCC(=O)N1CC(C)C (stereo unspecified)
  -12, 6
77: Cc1cccc(C)c1NC(=O)C(c1ccc(-c2ccccc2)cc1)n1c(=O)c(-c2cc3ccccc3[nH]2)nc2ccccc21 (stereo unspecified)
  -23, -70
78: CCCCCNC(=O)C(CCc1ccccc1)n1c(=O)c(-c2ccccc2)nc2ccccc21 (stereo unspecified)
  -4, 19
79: COC(=O)[C@]12CCCCC=C1N(CCc1ccc(OC)c(OC)c1)C(=O)[C@H](CC(=O)NCc1ccc(OC)c(OC)c1)C2
  -7, 6
80: CCCCNC(=O)c1nc(C2CCN(S(=O)(=O)c3ccc(Cl)cc3)CC2)oc1-c1ccccc1
  -9, -3

A different layout for 13 compounds above.
no.	mol	CaV13 FRET inh	HIF-2a inh
68	COc1ccc(CN2C(=O)CSCC2(C)C(=O)Nc2c(C)cccc2C)cc1 (stereo unspecified)	-11	29
69	O=C(NC1CCCC1)C1C(c2ccc(C(F)(F)F)cc2)=Nc2ccccc2N1C(=O)c1cccc(C(F)(F)F)c1 (stereo unspecified)	-19	-9
70	COC(=O)C(C(=O)OC)C1CCCCC1NS(=O)(=O)c1ccc(C)cc1 (stereo unspecified)	-4	-2
71	O=C(NCC[C@H]1CC[C@@H](NC(=O)C2CCOCC2)[C@@H](CO)O1)Nc1ccc(Cl)cc1	-5	-6
72	CCOC(=O)C1=CCC(c2ccccc2)N(S(=O)(=O)c2ccc(C)cc2)[C@H]1CC (stereo partly specified)	-5	10
73	Cc1ccc(S(=O)(=O)N2CC3C(=O)C[C@@H](c4ccccc4)N(S(=O)(=O)c4ccc(CCCOCCOCCNC(=O)OC(C)(C)C)cc4)C3CC2c2ccccc2)cc1 (stereo partly specified)	-10	-7
74	COc1cccc(C(C(=O)NC2CCCC2)N2CCN(c3cc(C)nc4ccccc34)CC2)c1OC (stereo unspecified)	-8	-4
75	COc1ccc(CN2C(=O)CN(S(C)(=O)=O)CC2(C)C(=O)NC(C)C)cc1OC (stereo unspecified)	-6	3
76	Cc1cccc(C)c1NC(=O)C1(C)CSCC(=O)N1CC(C)C (stereo unspecified)	-12	6
77	Cc1cccc(C)c1NC(=O)C(c1ccc(-c2ccccc2)cc1)n1c(=O)c(-c2cc3ccccc3[nH]2)nc2ccccc21 (stereo unspecified)	-23	-70
78	CCCCCNC(=O)C(CCc1ccccc1)n1c(=O)c(-c2ccccc2)nc2ccccc21 (stereo unspecified)	-4	19
79	COC(=O)[C@]12CCCCC=C1N(CCc1ccc(OC)c(OC)c1)C(=O)[C@H](CC(=O)NCc1ccc(OC)c(OC)c1)C2	-7	6
80	CCCCNC(=O)c1nc(C2CCN(S(=O)(=O)c3ccc(Cl)cc3)CC2)oc1-c1ccccc1	-9	-3

(further entries)
Order of results: CaV13 FRET inh, HIF-2a inh
81: CC(C)NC(=O)C1(C)CSCC(=O)N1Cc1cccs1 (stereo unspecified)
  -6, 4
82: COc1ccc(NC(=O)C(c2ccncc2)n2c(=O)c(-c3ccco3)nc3ccccc32)cc1 (stereo unspecified)
  -4, -35
83: CC(C)NC(=O)C1(C)CSCC(=O)N1CC(F)(F)F (stereo unspecified)
  -6, -7
84: Cc1cccc(C)c1N1C(=O)c2ccccc2NC(=O)C1C(=O)NCc1ccco1 (stereo unspecified)
  -8, 9
85: COC(=O)[C@@]12C[C@@H](CC(=O)NCCCN3CCCC3=O)C(=O)N(Cc3ccco3)C1=CCC(C)(C)C2
  -15, 4

From PubChem
